High-throughput results as filed in PubChem BioAssay.
ERb SRC1 inh: inhibitors of ERβ-SRC1 coactivator interaction, primary screen, biochemical, TR-FRET, ERβ LBD, SRC-1 peptide; hit rate 1.3% among 86,000; AID 633, 2007; TR-FRET ER-beta LBD / SRC1-Cy5 peptide binding; receptor agonist-loaded with 1 µM estradiol; Estrogen receptor beta (Homo sapiens), Q92731; inhibition, % at 25.6 µM;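 active = compounds whose percent inhibition of the receptor-coactivator binding signal exceeds about 50% in the single-dose screen, limit read from the data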;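 note: 0% = receptor plus peptide wells without compound and 100% = peptide-only wells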
Target sequence (Q92731 whole entry, looked up, the tested form may be a part): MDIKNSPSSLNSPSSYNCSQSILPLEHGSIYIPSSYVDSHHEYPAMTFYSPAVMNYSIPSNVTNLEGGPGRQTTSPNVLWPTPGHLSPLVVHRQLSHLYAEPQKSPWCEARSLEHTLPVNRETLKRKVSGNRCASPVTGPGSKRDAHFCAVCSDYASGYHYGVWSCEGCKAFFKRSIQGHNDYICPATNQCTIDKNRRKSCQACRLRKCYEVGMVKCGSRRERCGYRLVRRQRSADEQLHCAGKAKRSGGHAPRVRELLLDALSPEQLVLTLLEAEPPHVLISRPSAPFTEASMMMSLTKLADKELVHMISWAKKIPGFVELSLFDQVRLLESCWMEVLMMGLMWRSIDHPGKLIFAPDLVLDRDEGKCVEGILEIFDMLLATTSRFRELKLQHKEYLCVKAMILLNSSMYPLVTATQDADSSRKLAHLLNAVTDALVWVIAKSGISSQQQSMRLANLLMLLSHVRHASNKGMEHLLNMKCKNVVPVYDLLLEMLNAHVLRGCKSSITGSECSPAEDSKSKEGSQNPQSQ
Calb biofilm kill: clotrimazole potentiators killing Candida biofilms, primary screen, with clotrimazole, Alamar Blue | hit rate 0.14% among 85,000 | inhibition, % at 6 µM | C. albicans biofilm + clotrimazole;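 active = inhibition above 20%; inactive = inhibition below 20%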;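 note: preformed 24 hr biofilms exposed to compound for 48 hr; 0% = biofilm without compound and 100% = blank killed by clotrimazole plus chlorhexidine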
Smad3 FoxH1 inh: Smad3/FoxH1 peptide binding inhibitors, primary screen, biochemical, TR-FRET. hit rate 0.29% among 88,000. inhibition, % at 25 µM. TR-FRET Smad3/Dy647-FoxH1 peptide binding, europium anti-His. Mothers against decapentaplegic homolog 3 (Homo sapiens), P84022;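 active = compounds that reduce the energy-transfer binding signal between the protein and its labelled peptide by more than half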;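 note: 0% = Smad3 plus labelled peptide maximal FRET and 100% = peptide-only background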
Target sequence (P84022 whole entry, looked up): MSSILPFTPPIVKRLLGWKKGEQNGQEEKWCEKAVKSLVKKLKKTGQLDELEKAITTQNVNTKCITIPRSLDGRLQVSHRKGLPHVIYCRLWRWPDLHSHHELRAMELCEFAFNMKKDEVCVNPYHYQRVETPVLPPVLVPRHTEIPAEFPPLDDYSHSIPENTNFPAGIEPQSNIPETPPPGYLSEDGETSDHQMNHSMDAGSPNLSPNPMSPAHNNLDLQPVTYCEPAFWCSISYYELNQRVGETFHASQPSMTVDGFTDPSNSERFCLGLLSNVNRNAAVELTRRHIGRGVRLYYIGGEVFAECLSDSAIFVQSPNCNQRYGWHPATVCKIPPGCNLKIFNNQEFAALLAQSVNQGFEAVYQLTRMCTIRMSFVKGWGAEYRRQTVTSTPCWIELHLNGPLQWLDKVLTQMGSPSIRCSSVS
* = called active by the depositor; [ ] = dose if it differs, or a comment. These rows are one share of the data. The share of hits here may be higher or lower than overall.

SMILES | Smad3 FoxH1 inh | ERb SRC1 inh | Calb biofilm kill
CCc1nnc(NC(=O)CN2C(=O)c3ccccc3C2=O)s1 | -1 | -10 | 1
N#CCCN1CCN(S(=O)(=O)c2ccc(S(=O)(=O)NC3CC3)cc2)CC1 | 20 | -4[fluorescence artefact?] | 7
Cc1noc(C)c1S(=O)(=O)N1CCCC(C(=O)N2CCN(C3CCCCC3)CC2)C1 (centres undefined) | 8 | -4[fluorescence artefact?] | 6
CC1CCc2nn(CC(=O)N3CCCCCC3)cc2C1 (centres undefined) | -16 | 0 | 9
COc1ccc(N=Cc2c(O)n(-c3cccc(C)n3)c(=O)c3ccccc23)cc1 | 9 | -10 | 7
CCOC(=O)C(c1ccccc1)N1CCN(c2ccc(OC)cc2)CC1 (centres undefined) | 4 | -5[fluorescence artefact?] | 3
Cc1ccnc(N2C(=O)c3ccccc3C2Nc2ccccc2Cl)c1 (centres undefined) | -9 | -7 | 1
CC1Cc2nc(SCC(=O)Nc3ccc4c(c3)OCO4)n(CCc3ccccc3)c(=O)c2S1 (centres undefined) | -6 | 12 | -2
Cc1nc2c3ccccc3n(CC(=O)c3ccc(F)cc3)c(=O)n2n1 | -2 | -16 | 4
O=C(CSc1nnc(CNc2ccc(Cl)cc2)n1Cc1ccccc1)NCc1ccco1 | -4 | 0 | 4
CCn1ncc(Br)c1C(=O)Nc1cc(C(=O)OC)ccc1C(=O)OC | 23[fluorescence artefact?] | 25[fluorescence artefact?] | 8
COc1cccc(-c2nc(CS(=O)(=O)CC(=O)N3CCN(C4CCCCC4)CC3)c(C)o2)c1 | 7 | -12[fluorescence artefact?] | 7
C=CCn1c(=N)c(C(=O)OC)cc2c(=O)n3cccc(C)c3nc21 | 3 | 4[fluorescence artefact?] | 4
Cc1nc(NCC2CCCO2)c2nnn(Cc3ccccc3Cl)c2n1 (centres undefined) | 3 | 0 | 1
COc1ccc(/C(O)=C2\C(=O)C(=O)N(CCCN(C)C)C2c2ccccc2F)cc1Cl (centres undefined) | 7[fluorescence artefact?] | -4 | 4
C(=NCCCN1CCOCC1)c1ccc2c(c1)OCO2 | -1 | -8 | 4
CC1=C(C(=O)NCCN2CCOCC2)C2(CCC(C)CC2)OC1=O (centres undefined) | -7 | 15[fluorescence artefact?] | 8
CCCOC(=O)c1ccc(NC(=O)C2C3C=CC(O3)C2C(=O)O)cc1 (centres undefined) | 3 | -3 | 1
Cc1cc(Nc2cccc(C)c2C)n2ncnc2n1 | 10 | -3 | -4
CCCc1nnc(SCc2ccc(OCC)cc2)n1N | -1 | 8 | 4
OC1CCN(c2ncnc3nc[nH]c23)CC1 | -4 | 11[fluorescence artefact?] | 3
O=C(CSc1ncn[nH]1)Nc1nnc(-c2ccccc2)s1 | -11 | 11[fluorescence artefact?] | -2
Cc1cc(N2CCOCC2)nc2ccc(NC(=O)C3CCC(C)CC3)cc12 (centres undefined) | 1[fluorescence artefact?] | -3[fluorescence artefact?] | -4
Cc1ccc(C)c(N2CCN(c3cc(C)nc4nnnn34)CC2)c1 | 3[fluorescence artefact?] | 1 | 6
N#Cc1cc2sc3nnc(-c4ccncc4)n3c2cc1C#N | 4 | 22 | -3

Not a retest: 2 of the compounds above.
SMILES | Smad3 FoxH1 inh | ERb SRC1 inh | Calb biofilm kill
Cc1ccc(C)c(N2CCN(c3cc(C)nc4nnnn34)CC2)c1 | 3[fluorescence artefact?] | 1 | 6
N#Cc1cc2sc3nnc(-c4ccncc4)n3c2cc1C#N | 4 | 22 | -3

Next compounds
SMILES | Smad3 FoxH1 inh | ERb SRC1 inh | Calb biofilm kill
Cc1ccccc1Nc1nc(N)nc(COC(=O)CCS(=O)(=O)c2ccccc2)n1 | 1 | -10 | 9
CCOc1ccc2[nH]c(=O)c(CN(CC3COCCO3)C(=O)c3ccco3)cc2c1 (centres undefined) | 0 | -2 | 1
O=C(O)c1ccc(N2CCCCC2)cc1 | 3 | 9 | 8
CC(C)C(c1nnnn1CC1CCCO1)N1CCN(C2CCCC2)CC1 (centres undefined) | -1 | 4[fluorescence artefact?] | 5
CC(=O)Nc1nc(C=C(Cl)Cl)cs1 | 7 | 61*[fluorescence artefact?] | 5
CCOc1ccc(NC(=O)CSc2nc3c(c(=O)n2-c2ccccc2OC)SCC3)cc1 | 3 | 11 | 15
Cc1ccc(O)c(NC(=O)CCCC(=O)O)c1 | -4 | 16 | 3
COc1ccc(C(=O)OC(C)CN2CCOCC2)cc1OC (centres undefined) | 9 | -9 | 8
Cc1nc2sccn2c(=O)c1CCN1CCC(=C(c2ccc(F)cc2)c2ccc(F)cc2)CC1 | -5 | -2 | 12
Cc1ccc(Cn2ccc(NC(=O)c3noc4c3CCCCC4)n2)cc1 | 4 | 5[fluorescence artefact?] | 4
Cc1cccc(-n2ncc3c(N4CCC5(CC4)OCCO5)ncnc32)c1 | 7 | -7 | 0
COc1cccc(-c2nnc(NC(=O)c3ccccc3Br)o2)c1 | -1 | -7 | 9
Cc1ccc(C(=O)C2=C(O)C(=O)N(CCCN(C)C)C23C(=O)N(C)c2ccccc23)o1 (centres undefined) | 3 | 2 | 9
CCCCn1c(SCC(=O)Nc2cccc(OC)c2)nc2ccc(N3CCOCC3)cc2c1=O | 6 | 12 | 12
Cc1cc(NC(=O)CSCCc2ccncc2)no1 | 0 | -8 | 5
CCOC(=O)N1CCC(NC(=O)c2cccc3c2C(=O)N(Cc2cccnc2)C3)CC1 | -2 | 3[fluorescence artefact?] | 0
Cc1ccnc(SCCn2c(N3CCN(C)CC3)nc3c2c(=O)[nH]c(=O)n3C)n1 | 7 | -3 | 4
Cc1onc(-c2ccccc2Cl)c1C(=O)OCC(=O)N1CCCc2ccccc21 | -12 | 5[fluorescence artefact?] | -2
COc1cccc(-c2nc(CS(=O)(=O)CC(=O)NCc3ccccc3)c(C)o2)c1 | -4 | 2 | 5
CCN1C(=O)c2cccc3c(N)ccc1c23 | 12[fluorescence artefact?] | 3[fluorescence artefact?] | 4
CC(=O)N1CCc2cc(S(=O)(=O)NC(C(=O)Nc3ccc4c(c3)OCCO4)C(C)C)ccc21 (centres undefined) | 13 | 6 | 3
CCCCOc1ccc(NC(=O)Cn2c(=O)ccc3c(C)cc(C)nc32)cc1 | -8 | 5 | -3
COc1ccc(-c2cc(-c3cccs3)c(C#N)c(SCC(=O)NCc3ccco3)n2)cc1 | -9[fluorescence artefact?] | 39 | 2
O=C(NCc1ccccc1)c1noc2c1CCCC2 | 1 | -5[fluorescence artefact?] | 8
CSc1ccc(/C=N/n2nnnc2N)cc1 | -6 | -6 | 4

New compounds follow.
SMILES | Smad3 FoxH1 inh | ERb SRC1 inh | Calb biofilm kill
COC(=O)C1C(=O)c2c([nH]c(C(=O)OC3CCCCCC3)c2C)CC1C (centres undefined) | 16[fluorescence artefact?] | -9 | 7
C=CCOC(=O)C(C#N)c1nc2ccccc2nc1N1CCC(C(=O)OCC)CC1 (centres undefined) | 8 | -3 | 6
Clc1ccccc1-c1nnc2sc(-c3cccs3)nn12 | 6 | -3 | 1
Cc1ccc(Nc2cc(C)nc3nc(C)nn23)cc1 | 5 | -13 | 5
CC(=O)Nc1ccc(C(=O)n2nc(C)cc2C)cc1 | 6 | -7 | 2
Cc1nnc(SCC(=O)NCC2CCCO2)n1-c1ccccc1 (centres undefined) | 1 | -3 | 8
C=CCn1c(COc2ccccc2F)nnc1SCC(=O)NC(=O)NCc1ccco1 | -2 | 54* | 4
O=C1CC(C(=O)Nc2nccs2)C(c2ccccc2)O1 (centres undefined) | -3 | -6 | 3
O=C(OCC#CCSc1nnc(-c2ccccc2)o1)c1ccco1 | 6 | -5 | 6
CCN1CCN(c2ncc(C(=O)Nc3cc(Cl)c(OC)cc3OC)c3ccccc23)CC1 | 8 | 0 | 7
C1CCc2c(nc3nnnn3c2N2CCOCC2)C1 | 3 | -4 | 9
Cc1nc2ccc3nc(NC(=O)C4COc5ccccc5O4)sc3c2s1 (centres undefined) | -8 | 15[fluorescence artefact?] | 16
COc1ccc(N2CCN(C(=O)Cn3c(=O)[nH]c4ccsc4c3=O)CC2)cc1 | 5 | -2[fluorescence artefact?] | 1
COc1ccc(C(=O)N2CCN(C(=O)c3cc(OC)c(OC)c(OC)c3)CC2)cc1 | -18 | 8[fluorescence artefact?] | 0
O=C(c1cn(-c2ccccc2)nc1-c1ccccc1)N1CCOCC1 | 5 | -10 | 5
Cc1c(C(=O)NCc2cccnc2)oc2ccc(S(=O)(=O)N3CC(C)CC(C)C3)cc12 (centres undefined) | 4 | 6[fluorescence artefact?] | 7
CC(NC(=O)C(c1ccccc1)c1ccccc1)C(=O)O (centres undefined) | 10 | -3 | 8
Cc1cc(N)ccc1-n1c(C)ccc1C | 15 | 4 | 3
CC(=O)C1=C(O)C(=O)N(c2cccc(C(=O)O)c2)C1c1ccccc1F (centres undefined) | -4 | 14[fluorescence artefact?] | 5
CCCCCn1c(CN2CC(C)OC(C)C2)nc2c1c(=O)n(C)c(=O)n2C (centres undefined) | 2 | -6 | 5
Cc1ccc(-n2c(SCC(N)=O)nc3c([nH]c4ccccc43)c2=O)cc1 | 0 | -8 | 4
CCOC(=O)Cn1cc(-c2ccccc2)nn1 | 7 | -15 | 6
Cc1cc(C)c(NC(=O)Cn2c(=O)n(Cc3ccco3)c(=O)c3ccccc32)c(C)c1 | 4 | 5 | 2
Cc1ccc(-n2ncc3c(NCc4ccco4)ncnc32)c(C)c1 | 7 | 21[fluorescence artefact?] | 6
Cn1c(=O)cc(NCc2ccccc2)[nH]c1=O | -7 | 10[fluorescence artefact?] | 5

Next section.
SMILES | Smad3 FoxH1 inh | ERb SRC1 inh | Calb biofilm kill
Cc1cccc(NC(=O)CSc2nnc(-c3cc(C)n(-c4ccccc4)c3C)o2)c1C | -3 | -2 | 7
CC1CN(C(=O)COC(=O)c2cccs2)CC(C)O1 (centres undefined) | 6 | -2 | 6
COCc1cc(C)nc(N)c1C#N | 2 | 0[fluorescence artefact?] | 7
CCOc1ccc(N(CC(=O)NC(C)CC)S(=O)(=O)c2c(C)noc2C)cc1 (centres undefined) | -1 | -4 | 6
Cc1ccc(C(=O)N2Cc3ccccc3CC2C(=O)O)cc1 (centres undefined) | 11 | 3[fluorescence artefact?] | 6
CC(C(=O)OCc1nnc(-c2ccccc2)o1)N1C(=O)c2ccccc2C1=O (centres undefined) | 9 | 3 | 1
COc1ccc(N2C(=O)CCC(C(=O)c3ccccc3)=C2C)cc1 | 0 | -9 | 6
O=C(/C=C/Nc1cccc(O)c1)c1ccccc1 | 0 | -5 | 0
CN(C)c1ccc(NC(=O)CN2CCN(CC(=O)Nc3ccc(F)cc3)CC2)cc1 | -19 | 54*[fluorescence artefact?] | -1
CC(C)N(CCNC(=O)c1cn(C)c2ccc(S(=O)(=O)N(C)C)cc2c1=O)Cc1ccccc1 | -2 | -2 | -2
O=C(C1CCN(CC2CCCCC2)CC1)N1CCCC1 | 10 | 7 | 2
Cc1ccc(-c2nnc(CSc3nc(C)nc4sc(C)c(C)c34)o2)cc1 | -22 | 12 | 0
COC(=O)COc1cccc(NC(=O)c2ccccc2)c1 | 8 | -2 | -5
CN1CCN(c2ccc(Cl)cc2NC(=O)C2COc3ccccc3O2)CC1 (centres undefined) | 2 | 31 | 3
CCCSc1nnc(-c2c[nH]c3ccccc23)n1C | -6 | 6[fluorescence artefact?] | 9
Cn1cnnc1SCC(=O)N(Cc1ccc2c(c1)OCO2)C1(C(=O)NC2CCCCC2)CCCC1 | -4 | 1[fluorescence artefact?] | 2
O=C(CSCc1cccc(F)c1)N1CCN(c2ccccc2)CC1 | 10 | -3 | 3
COc1cccc(C2C(C(N)=O)=C(C)Nc3nc(-c4ccccc4Cl)nn32)c1 (centres undefined) | 8 | 4[fluorescence artefact?] | 4
O=C(Nc1nc2ccccc2[nH]1)C1CCCO1 (centres undefined) | 2 | -3 | 2
Cc1c(C(=O)N2CCCCC2)sc(N)c1C#N | -2 | -10[fluorescence artefact?] | 1
Cn1[nH]c(=O)c2ccccc2c1=O | 6 | 1 | 5
COc1ccc(C2(C(F)(F)F)NC(=O)N(C)C(=O)N2C)cc1 (centres undefined) | 7 | -2 | 4

An excerpt from above in order of length of the SMILES, low to high:
SMILES | Smad3 FoxH1 inh | ERb SRC1 inh | Calb biofilm kill
Cn1c(=O)cc(NCc2ccccc2)[nH]c1=O | -7 | 10[fluorescence artefact?] | 5
C=CCn1c(COc2ccccc2F)nnc1SCC(=O)NC(=O)NCc1ccco1 | -2 | 54* | 4
Cc1ccc(-n2c(SCC(N)=O)nc3c([nH]c4ccccc43)c2=O)cc1 | 0 | -8 | 4
N#CCCN1CCN(S(=O)(=O)c2ccc(S(=O)(=O)NC3CC3)cc2)CC1 | 20 | -4[fluorescence artefact?] | 7
CN(C)c1ccc(NC(=O)CN2CCN(CC(=O)Nc3ccc(F)cc3)CC2)cc1 | -19 | 54*[fluorescence artefact?] | -1

Record cards, from the list above. Order of screens: Smad3 FoxH1 inh	ERb SRC1 inh	Calb biofilm kill
Results for `CCOc1ccc(N(CC(=O)NC(C)CC)S(=O)(=O)c2c(C)noc2C)cc1` (centres undefined) = -1	-4	6
Results for `COc1ccc(/C(O)=C2\C(=O)C(=O)N(CCCN(C)C)C2c2ccccc2F)cc1Cl` (centres undefined) = 7[fluorescence artefact?]	-4	4
Results for `Cc1ccc(Nc2cc(C)nc3nc(C)nn23)cc1` = 5	-13	5
Results for `CCOC(=O)Cn1cc(-c2ccccc2)nn1` = 7	-15	6
Results for `Cc1c(C(=O)N2CCCCC2)sc(N)c1C#N` = -2	-10[fluorescence artefact?]	1
